Compound activity deposited in PubChem by National Center for Advancing Translational Sciences (NCATS).
pAkt inh: HTS Assay for Inhibitors of Akt Phophorylation: Primary Screen | Neuro2A IGF-stimulated pAkt S473 HTRF, 20 min; hits give low values | activity change, % for hits at 50 µM | 360,000 tested, 0.32% active; in the data active means activity change below about -80%; inconclusive means mostly about -51% to -80%; further: on the % scale 0 is the no-effect control and ±100 the full control effect
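Neuro2A cells in DMEM with 0.5% FBS, overnight at 37 deg C, given compound at single 50 µM final, then IGF (6 nM final) for 20 min at 37 deg C. Lysed; phospho-Akt Ser473 by HTRF after 24 h, 665/615 ratio.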
S2 tox: Viability Counterscreen for Primary qHTS for Inhibitors of ATXN expression; S2 cells (HEK-293 line with an ATXN2-luciferase reporter) viability, CellTiter-Fluor protease fluorescence, 24 h; Potency, µM (titrated, usually from 56.7 µM), actives largely listed as cytotoxic; 400,000 tested, 0.49% active; further: potency means the concentration at half of the fitted maximal effect; nearly all actives have a fitted effect of over 40% in size
HepG2 tox: qHTS for Inhibitors of TGF-b: Cytotox Counterscreen; HepG2 CAGA-GFP viability, ATP luminescence, 18 h; Potency, µM (titrated, usually from 46.1 µM), for inactives: at the highest dose activity change, negative = cytotoxicity, most hits filed as cytotoxic; 410,000 tested, 0.76% active; AID 588856, 2011; further: potency means the concentration at half of the fitted maximal effect; some results filed as inactive show a strong effect at the top dose
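CellTiter-Glo luminescence gave cytotoxicity after 18 hours at 37 degrees C. The cells were HepG2 CAGA-GFP in 1% FBS DMEM, stimulated with 500 pg/mL TGF-beta after compound addition. %Activity was normalised to no-cell wells (complete cell-killing) and DMSO (no toxicity), and curves were fitted and classified.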
A549 tox: Nrf2 qHTS screen for inhibitors: counterscreen for cytotoxicity. A549 ARE-Fluc cells, CellTiter-Fluor viability, 18-24 h. Potency, µM (doses to about 46 µM), inactives show at the top dose activity change, negative = cytotoxicity, usual class: inhibitors. 390,000 tested, 0.16% active. AID 504648, 2011; further: potency means the concentration at half of the fitted maximal effect; on the % scale 0 is the no-effect control and ±100 the full control effect
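A549 ARE_Fluc cells in 5% FBS OPTI-MEM were exposed to compounds in concentration-response for 18-24 h at 37 deg C. Viability was read by CellTiter-Fluor fluorescence (Ex 405/Em 525) after 30 min, before the luciferase read.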
Nrf2 inh: Nrf2 qHTS screen for inhibitors. Potency, µM (top dose mostly 46 µM), for the others: top-dose activity change, negative = inhibition, hits mostly inhibitors. 360,000 tested, 2.1% active. A549 ARE-Fluc reporter, luciferase luminescence, 18-24 h. AID 504444, 2011; further: potency means the concentration at half of the fitted maximal effect; on the % scale 0 is the no-effect control and ±100 the full control effect; nearly all actives have a fitted effect of over 60% in size
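Nrf2 activity is the BugLite luminescence, read 15 min after reagent at room temperature, following CellTiter-Fluor cytotoxicity readout (30 min, 37C). Compound titrations were applied for 18-24 h to 5000 A549 ARE_Fluc cells/well in 5% FBS OPTI-MEM.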
MmCpn inh: Inhibitors of TCP-1 ring complex (TRiC) of Methanococcus maripaludis (MmCpn): qHTS; Chaperonin Mm-Cpn (Methanococcus maripaludis); purified Mm-Cpn ATPase, ADP Transcreener TR-FRET; Potency, µM (series often up to 76.9 µM), for the others: at the top dose activity, negative = inhibition, usual class: inhibitors; 330,000 tested, 0.031% active; further: potency means the concentration at half of the fitted maximal effect; on the % scale 0 is the no-effect control and ±100 the full control effect; nearly all actives have a fitted effect of over 80% in size
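ATP (10 uM final) was added to archaeal chaperonin (25 nM final) after 10 min exposure to test compound at 37°C; after 30 min further incubation, ADP was detected by competitive TR-FRET.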
Nrf2 activator: qHTS of Nrf2 Activators | AREc32 ARE-luciferase reporter (MCF7-derived line), luminescence, 24 h | 410,000 tested, 0.31% active | Potency, µM (doses to about 46.1 µM), for the others: top-dose activation, hits mostly activators; further: potency means the concentration at half of the fitted maximal effect; % of control where 0% means no effect; nearly all actives have a fitted effect of over 65% in size
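Quantitative high-throughput format: AREc32 reporter cells, 1000 per well, received compound by pin transfer and were incubated 24 hr at 37 deg C, 5% CO2, before Steady-Glo luminescence detection.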
CCT modulator: High-Throughput Screening for Modulators of Cytosolic Chaperonin Activity; 360,000 tested, 0.3% active; activity change, % (no concentration beside the values), hits read low; purified chaperonin ATPase assay, HTRF ADP detection, 30 min; in the data active means activity change below about -30%; further: on the % scale 0 is the no-effect control and ±100 the full control effect
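Nucleotide hydrolysis assay: TRiC at 20–40 nM final (set by batch activity) with 10 uM ATP, 30 min at 37 °C, in presence of 76 uM compound. Detection by competitive ADP HTRF, 30 min ambient.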
TGFb SMAD3 inh: qHTS for Inhibitors of TGF-b. 410,000 tested, 1.2% active. Potency, µM (series often up to 46.1 µM), for inactives: at the top dose activity, negative = inhibition, actives largely listed as inhibitors. AID 588855, 2011. HepG2 CAGA-GFP TGF-b/SMAD3 reporter, GFP fluorescence, 18 h; TGF-beta stimulated, 500 pg/mL final; further: potency means the concentration at half of the fitted maximal effect; on the % scale 0 is the no-effect control and ±100 the full control effect; nearly all actives have a fitted effect of over 65% in size
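Per well, imaged GFP fluorescence of HEPG2 CAGA-GFP cells gives the signal; cells get compound, then TGF-beta (500 pg/mL final), 18 h at 37 degrees C; %Activity versus -TGF-beta and +DMSO controls.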
An asterisk follows results filed as active; i = inactive; ? = inconclusive; · = no result given; [ ] = another dose, or the depositor's remark. Unless noted, the call rests on the fitted dose curve; in most records, active means well fitted curve in the direction sought with a large enough effect; inconclusive means small, poorly fitted or top-dose-only effect, or another doubt; inactive means no such curve, though single readings can be large; an effect the other way counts as inactive or inconclusive.

entry	Compound	pAkt inh	S2 tox	HepG2 tox	A549 tox	Nrf2 inh	MmCpn inh	Nrf2 activator	CCT modulator	TGFb SMAD3 inh
1	Cn1ccc2c(-c3cncc4ccccc34)cc3c(c21)C1CCC3O1 (stereo not drawn)	i	i	-10%	·	·	·	4.2%	2.5	1%
2	COc1ccc(S(=O)(=O)Nc2cc(C)ccc2OC)cc1C	i	i	3%	-9%	-17%	1%	0.1%	-5.2	-5%
3	CSc1nc2nc(-c3cccs3)cc(C(F)(F)F)c2c(=O)[nH]1	i	i	-7%	0%	-11%	-1%	0.0%	-1.1	16%
4	Cn1c(Oc2ccc3c(c2)OCO3)nc2c1c(=O)n(Cc1ccccc1)c(=O)n2C	i	i	-2%	1%	?	-4%[15.4 µM]	-0.1%	-0.7	11%
5	CC(C)c1ccc(/C=C2\SC(=S)N(CC(=O)NCCCN3CCOCC3)C2=O)cc1	i	i	-35%	3%	6%	1%	4.6%	-4.1	-13%
6	COc1ccccc1C(=O)Nc1nc2cc3c(cc2s1)OCCO3	i	?	-52%	-2%	12%	-1%	7.9%	-1.5	-3%
7	CCCCC(=O)NC(=S)NNC(=O)CC	i	i	-43%	-1%	-7%	1%	0.2%	0.4	-1%
8	CCCCc1nc2cc(C(=O)N3CCN(c4cnccn4)CC3)ccc2o1	i	i	-4%	10%	-5%	0%	-0.7%	0.8	-5%
9	CCN(CCNC(=O)CN1CCN(Cc2ccc(Cl)cc2)C1=O)c1ccccc1	i	i	-29%	-11%	?	-1%	5.4%	-4.8	?
10	COc1cc(/C=C/c2nc3cc(Cl)ccc3c(=O)n2-c2cccc(C(F)(F)F)c2)cc(OC)c1OC	·	·	-24%	11%	·	·	1.4%	·	-15%
11	COc1ccc(-c2nnc(SCCc3ccccc3)n2N)cc1	i	i	-27%	-8%	24%	1%	1.8%	-4.7	-2%
12	COc1ccccc1NS(=O)(=O)c1cc(C(=O)N2CCN(C/C=C/c3ccccc3)CC2)ccc1C	i	?	3%	?	?	1%	0.1%	-0.5	?
13	COc1ccc2nc(NC(=O)C3CCCN(S(=O)(=O)c4c(C)noc4C)C3)sc2c1 (stereo not drawn)	i	i	-18%	-9%	-14%	-1%	0.1%	-1.0	-3%
14	COc1ccc(C)cc1S(=O)(=O)N(C)CC(=O)NC1CCCCC1	i	i	-7%	3%	·	1%	0.4%	-1.5	?
15	CC12CCC=CC1C(c1ccoc1)N(Cc1ccccc1)C2=O (stereo not drawn)	·	·	-33%	-1%	18%	·	·	·	?
16	COc1cc(/C=N/N=C(/N)c2nonc2N)cc(Br)c1OCc1cccc(C)c1	i	i	-76%	-21%	21µM*	2%	0.3%	-2.5	?
17	CCn1cc([N+](=O)[O-])c(C(=O)Nc2cc(C)on2)n1	-113%*	i	5%	7%	·	·	-0.1%	-4.1	?
18	CC1(C)CN(c2ccccc2)C(=O)[C@H]1CC(=O)Nc1ccccc1	i	i	-3%	·	·	·	-0.7%	-0.3	18%
19	COc1ccc(CNC(=O)c2ccc(CNS(=O)(=O)c3ccc(OC)cc3)cc2)cc1	·	i	-9%	0%	1%	·	0.1%	·	1%
20	Cc1cc(Nc2ccc(F)c(Cl)c2)n2ncnc2n1	i	i	-8%	10%	-1%	0%	2.6%	-2.0	8%
21	CCOc1ccc(NC(=O)CCN2C(=S)NC(C)(C)CC2C)cc1 (stereo not drawn)	i	i	-5%	0%	4%	2%	-0.4%	-2.2	?
22	O=C1CCC(c2ccc3ccccc3c2)O1 (stereo not drawn)	i	i	9%	-1%	?	·	-0.2%	-3.0	23%
23	CC(C)(C)OC(=O)n1cc(CCO)c2ccccc21	i	i	-5%	9%	10%	1%	-0.1%	-3.4	-5%
24	COC(=O)c1ccc(C2NC(=O)c3ccccc3O2)cc1 (stereo not drawn)	i	i	-1%	7%	-11%	-1%	1.8%	-0.3	1%
25	COc1ccccc1NC(=O)c1ccc2c(c1)CCN2S(C)(=O)=O	i	i	3%	-6%	4%	1%	0.4%	-0.1	-26%
26	COc1cc(C(=O)N2CCN(c3ccccc3)CC2)c([N+](=O)[O-])cc1OC	i	?	0%	0%	?	0%	0.2%	-3.0	-9%
27	Cc1cc(F)ccc1S(=O)(=O)N1CCCOC1CNC(=O)C(=O)NCCCN1CCOCC1 (stereo not drawn)	i	i	0%	-2%	1%	3%	-0.9%	1.0	-9%
28	CC(C)(C)OC(=O)N/N=C/c1cccn1-c1ccc([N+](=O)[O-])cc1	i	i	5%	9%	-1%	-3%	2.5%	-0.7	-1%
29	O=C(COc1ccc(Cl)cc1)NCCCNC(=O)c1cccnc1	i	i	-23%	-1%	-18%	0%	0.3%	2.0	-18%
30	Cc1cc(C(=O)OCC(=O)c2cccs2)c2ccccc2n1	i	i	-1%	-2%	12%	1%	13%[9.22 µM]	-0.4	11%
31	Nc1nc(Cl)nc2c1ncn2[C@@H]1O[C@H](CO)[C@@H](O)[C@H]1O	i	i	-41%	-10%	?	-3%[15.4 µM]	-0.6%	0.7	?
32	CN(C)CCNC(=O)c1cc2ccccc2oc1=O	i	i	-7%	-3%	·	-4%	1.9%	-1.1	-2%

Only A549 tox and MmCpn inh, for some of the entries so far:
item | smiles | A549 tox | MmCpn inh
22 | O=C1CCC(c2ccc3ccccc3c2)O1 (stereo not drawn) | -1% | ·
23 | CC(C)(C)OC(=O)n1cc(CCO)c2ccccc21 | 9% | 1%
24 | COC(=O)c1ccc(C2NC(=O)c3ccccc3O2)cc1 (stereo not drawn) | 7% | -1%
25 | COc1ccccc1NC(=O)c1ccc2c(c1)CCN2S(C)(=O)=O | -6% | 1%

Other structures.
entry	Compound	pAkt inh	S2 tox	HepG2 tox	A549 tox	Nrf2 inh	MmCpn inh	Nrf2 activator	CCT modulator	TGFb SMAD3 inh
33	Cc1ccccc1N(C)C(=O)c1noc2c1COc1ccccc1-2	·	·	3%	6%	?	·	3.2%	·	-5%
34	COc1ccc(OC)c(Nc2ncnc3c2cnn3-c2ccccc2)c1	i	i	-34%	2%	-11%	-5%	0.8%	-1.5	-20%
35	NC(c1ccccc1)c1cccnc1 (stereo not drawn)	i	i	-16%	-2%	12%	-11%	-0.9%	-1.0	-6%
36	CCOC(=O)C1CC2=C(CCCC2=O)NC1=O (stereo not drawn)	i	i	3%	-10%	8%	·	-1.1%	-1.0	-5%
37	CCOc1ccc(CNC(=O)Cn2cc3c(n2)-c2c(oc(C(=O)N4CCCC4)c2C)CC3)cc1	·	·	-26%	-2%	?	·	0.9%	·	?
38	COc1ccc(S(=O)(=O)N2CCCCC2)cc1NC(=O)CNc1ccc(F)cc1C	i	?	2%	-2%	8%	-1%	-0.1%	-1.2	2%
39	O=C(CCn1cnnn1)Nc1cc(C(F)(F)F)cc(C(F)(F)F)c1	·	i	-9%	2%	16%	·	-1.3%	·	3%
40	COc1ccc(CCn2c(-c3ccncc3)n[nH]c2=S)cc1OC	i	i	17%	-3%	4%	-2%	-0.3%	-4.4	5%
41	CCOC(=O)/C(=C(/C)N)C1CC(=O)NC1=O (stereo not drawn)	i	·	-2%	·	·	·	-0.1%	-0.5	10%
42	COc1ccc(/C=C/C(=O)NC(=S)Nc2ccc(Br)cn2)cc1	i	i	-10%	6%	9%	-6%	4.5%	-4.7	-6%
43	CC(/C=N/NC(=O)CCn1nnc2ccccc21)=C\c1ccccc1	i	i	-17%	5%	?	1%	0.0%	-1.0	-16%
44	O=C1NCCN1CCNc1nc(NCC2CC2)nc2cc(-c3ccccc3)sc12	i	?	-27%	·	·	·	6.1%	-0.8	-10%
45	COc1ccc(CC(C)Nc2ccccc2F)cc1 (stereo not drawn)	i	i	-1%	7%	-3%	-4%	0.4%	-2.6	-2%
46	CCOC(=O)c1c(C)oc2c1c(CN1CCN(CCO)CC1)c(O)c1ccccc12	i	i	-62%	1%	12%	-3%	?	-1.3	1%
47	COc1ccc(NC(=O)Nc2sc3nc4n(c(=O)c3c2C)CCC(C)CC4)cc1OC (stereo not drawn)	·	?	-28%	2%	-19%	·	6.4%	·	30%
48	CC(C)Cc1cc(C(=O)Nc2sc3c(c2C#N)CCCC3)no1	i	i	-32%	-3%	-15%	1%	0.9%	0.2	-14%
49	Cc1nn(CCCNC(=O)C2CCCO2)cc1Br (stereo not drawn)	i	i	-3%	13%	2%	-6%	-0.2%	-0.6	4%
50	O=C(NCCSCc1ccc(Cl)cc1Cl)c1ccc(CN2CCOCC2)cc1	i	i	-28%	?	?	0%	-0.4%	-2.5	0%
51	Clc1ccc(Nc2ncnc3ccc(Br)cc23)cc1	i	i	-24%	-10%	13µM*	-8%	4.4%	-2.8	?
52	COc1ccc(S(=O)(=O)N2CC3CCCN3c3ccc(C(F)(F)F)cc32)cc1 (stereo not drawn)	i	i	-37%	-15%	-2%	1%	2.6%	-4.0	-5%
53	Cc1ccc(CNC(=O)CSc2ncccn2)cc1	i	i	-16%	8%	?	2%	-0.5%	-1.9	13%
54	COc1ccc(NC(=O)/C(C#N)=C\c2cc(C)n(-c3ccc(Oc4ccc([N+](=O)[O-])cn4)cc3)c2C)cc1	i	i	-53%	-2%	?	0%	0.3%	-5.0	-2%

Reprinted at random: two compounds from above
entry	Compound	pAkt inh	S2 tox	HepG2 tox	A549 tox	Nrf2 inh	MmCpn inh	Nrf2 activator	CCT modulator	TGFb SMAD3 inh
41	CCOC(=O)/C(=C(/C)N)C1CC(=O)NC1=O (stereo not drawn)	i	·	-2%	·	·	·	-0.1%	-0.5	10%
18	CC1(C)CN(c2ccccc2)C(=O)[C@H]1CC(=O)Nc1ccccc1	i	i	-3%	·	·	·	-0.7%	-0.3	18%
